Bioassay records deposited in PubChem BioAssay by NCI.
NCI-60 one-dose screen, 48 h, at 10 µM unless noted. Numbers give growth in % (100 = growth as untreated, 0 = no growth, -100 = all killed).
HOP-62 = HOP-62 NSCLC; AID 1794735; actives 3.9% (n = 80,000)
LOX IMVI = LOX IMVI melanoma. actives 7.4% (n = 79,000)
SK-MEL-5 = SK-MEL-5 melanoma; actives 6.4% (n = 80,000)
HOP-92 = HOP-92 NSCLC cells. actives 6.3% (n = 71,000)
M14 = M14 melanoma; actives 6.2% (n = 80,000)
CCRF-CEM = CCRF-CEM leukemia | actives 7% (n = 77,000) | AID 1794778
A549/ATCC = A549/ATCC NSCLC; actives 3.7% (n = 81,000); AID 1794740
EKVX = EKVX NSCLC. actives 3% (n = 71,000). AID 1794765
An asterisk follows results filed as active; · = not tested or not shown; & = joins results of further samples; ! = not confirmed by another sample. How the source made its calls: active means growth percent below 10; inactive means the rest.

SMILES	HOP-62	LOX IMVI	SK-MEL-5	HOP-92	M14	CCRF-CEM	A549/ATCC	EKVX
COC(=O)c1cc(N=C2NC(=O)/C(=C/c3ccc(Cl)c(Cl)c3)S2)ccc1O	86	92	72	75	77	82	67	94
O=C1NC(=O)/C(=C/c2ccc(OCc3cc4ccccc4nc3Cl)cc2)S1	105	56	84	79	104	89	100	99
O=[N+]([O-])c1ccc(NC(=S)NNC(=S)Nc2ccc([N+](=O)[O-])cc2)cc1	90	56	95	101	91	104	88	83
O=C1Nc2ccccc2C1(O)C1(O)C(=O)Nc2ccccc21 (stereo not drawn)	85	92	99	94	93	102	104	97
CN1C(=O)C(Br)(Br)CC1c1cccnc1 (stereo not drawn)	100	98	101	90	94	·	107	·
Cc1ncc(CO)c(CO)c1O	90&105	99&110&94	104&94&107	84&128&99	99&98&103	111&106&97	95&107&103	102&122&105
Nc1ncnc2c1c(-c1ccc(Cl)cc1)nn2CC(=O)N1CCOCC1	109	101	100	116	100	101	101	95
CCN1CCN(c2nc(NCCCNc3ccnc4cc(Cl)ccc34)c3ccccc3n2)CC1	32	-69*	·	65	-87*	12	19	63
O=C(CC(=O)C(F)(F)C(F)(F)C(F)(F)F)c1cc2ccccc2o1	98	92	106	·	106	102	96	100
COc1ccc2[nH]c3c(c2c1)CCNC3CC(C)CCC=C(C)C (stereo not drawn)	101	80	73	62	100	53	68	·
COc1ccc(/C=C\c2cc(OC)c(OC)c(OC)c2)cc1OC(=O)c1cccc(Cn2cc(CCOC(=O)[C@H](N)Cc3cn(C)c4ccccc34)nn2)c1	44	22	·	62	9.5*	10	20	47
COCCn1c(Nc2ccc(C(=O)NO)cc2)nc2ccccc21	75	74	47	28	52	49	69	57
O=C(O)c1c[nH]c2nccnc12	106	115	101	99	102	115	103	·
CCOC(=O)n1cccc1	95	91	106	·	92	·	104	86
CCOc1ccc(Cl)cc1N	105	96	107	86	106	108	102	99
CN1CCN(c2ccc(/C=N/NC(=O)CSc3nc4ccccc4c(=O)n3-c3ccc(Cl)cc3)cc2)CC1	104	85	101	103	·	109	106	102
CC(C)OC(=O)/C=C/C(=O)OC(C)C	108	94	109	100	97	·	101	·
CCc1nc(C#N)c(N2CCC(c3nc(-c4ccccc4OC)no3)CC2)o1	101	·	95	98	99	105	101	92
CC(=O)N(C)c1ccccc1C	103	101	110	88	104	105	110	115
COC(=O)c1ccc([N+](=O)[O-])o1	104	95	103	114	111	112	98	102
COc1cc(/C=N\Nc2ncc(-c3cc4cc(-c5ccccc5)ccc4o3)s2)cc(OC)c1OC	93	92	52	83	92	80	70	86
COc1ccc(/C=C(\C#N)C(N)=O)cc1	106	109	101	105	109	104	100	105
COc1ccc(NCc2cc(OC)c(OC)c(OC)c2)cc1OC	84	99	106	93	100	130	77	96
O=S1c2ccccc2Sc2ccccc21	99	98	98	77	98	110	91	127
O=C(Nc1ncnc2nc[nH]c12)c1ccccc1	84	97	107	·	107	·	94	94
O=C(Nc1cccc(Cl)c1)Nc1nc2ccc(-c3ccco3)cc2s1	87	68	75	75	73	34	80	82
COc1ccc2c(c1)c(-c1nc(-c3c[nH]c4ncccc34)cs1)cn2CCO	54	43	58	49	59	41	67	35
O=C(Cn1nncc1CN1C(=O)CSC1=O)Nc1cc(Cl)cc(Cl)c1	104	96	110	99	103	105	105	106
CC1=C(C(=O)Nc2ccc(F)cc2)C(c2ccc(Cl)cc2)n2ncnc2N1 (stereo not drawn)	104	108	92	·	100	100	107	97
O=Nc1c(-c2c(O)[nH]c3cc(Br)ccc23)[nH]c2ccccc12	·	8.8*	·	14	31	-6.7*	-62*	30
Cc1nc(C)c(/C=C2\C(=O)Nc3ccccc32)nc1C	82	96	95	83	102	83	92	91
OCCN(CCO)c1ccc(Oc2ccccc2)cc1	106	94	97	84	102	93	95	104
N#Cc1c(-c2ccccc2)cc(-c2ccccc2)n(CC(=O)NO)c1=O	71	-91*	15	32	65	-19*	54	42
CN(C)c1ccc(/C=C2\SC(=S)N(Cc3ccco3)C2=O)cc1	98	100	98	99	100	88	92	·
Cc1ccc(-c2csc(NC(=O)CSc3nc(-c4ccc(C)cc4)c(C#N)c(=O)[nH]3)n2)cc1	102	103	95	79	90	91	96	102
COC(=O)c1cccc(Oc2ccc(NC(=O)Nc3cc(C(F)(F)F)ccc3F)cc2)c1	-8.8*	80	95	41	85	65	47	61
Nc1cccc(C(=O)Nc2ccc3c(O)c(N=Nc4ccccc4)c(S(=O)(=O)O)cc3c2)c1	102	96	89	90	107	96	105	92
Cc1nc2sc3c(c2c(C)c1Br)NC(c1ccccn1)NC3=O (stereo not drawn)	30	41	48	·	50	20	31	32
CCN1C(=O)N(CC)C2C1NN=c1s/c(=C\c3ccc(Cl)cc3Cl)c(=O)n12 (stereo not drawn)	33	18	-21*	51	14	9.4*	15	50
N[C@H]1CCC[C@@H]1NCCCCN1C(=O)c2cccc3cccc(c23)C1=O	76	26	92	51	53	84	53	85
O=C1C(=O)c2ccccc2C(O)=C1CC=C1CCCCC1	86	55	50	52	88	63	57	·
COc1cc2cc(/C=C3\SC(=Nc4ccc(S(N)(=O)=O)cc4)NC3=O)c(Cl)nc2c(OC)c1OC	76	69	91	65	·	51	101	92
CCOC1OCN(C)CC1(C)C (stereo not drawn)	96	101	112	·	101	95	108	·
CCn1c(-c2ccc(-c3nc4ccc(C)cc4[nH]3)cc2)n[nH]c1=S	102	92	90	105	94	89	95	98
NS(=O)(=O)Oc1ccc(C(=O)NC23CC4CC(CC(C4)C2)C3)cc1F	107	103	103	100	105	100	97	100
CCn1cc(C(=O)NN=C2CCCCCC2)c(=O)c2ccc(C)nc21	95	95	87	81	103	92	83	93
CCCCCCCCCCCCCCCCCc1nccn1CCO	68	-44*	70	·	65	80	65	·
CCCCC[n+]1ccc(SCC(=O)N(C)c2cccc3ccccc23)c2ccccc21	108	105	·	101	·	99	110	107
O=CNC(Cc1ccc(O)cc1)C(=O)O (stereo not drawn)	109	107	106	117	111	·	·	·
O=C1Nc2cc(Cl)ccc2Oc2cc(Oc3ccccc3)ccc21	64	52	35	115	41	55	62	72
C=CCOc1c(Br)cc(Br)cc1Br	59	64	59	91	74	44	60	64
O=C(C[n+]1cccc2cc(Cl)ccc21)c1ccc2c(c1)CCCC2	36	12	-29*	4.7*	33	16	35	45
CNC(=O)Cn1nnc(C(=O)OC)c1CCc1ccccc1	97	99	102	92	·	102	84	104
O=C1Nc2ccccc2/C1=N/N1C(=O)CN(C2CCCCC2)C1=O	108	106	105	114	111	101	100	100
CCOc1ccc2cc(-c3nn(CC4CCN(C)CC4)c4ncnc(N)c34)ccc2c1	77&84	6.2*!	-65*!	49&69	-77*!	3.8*!	60&78	57&101
COc1cc(/C=C/C(/C=C/c2cc(OC)c(OC)c(OC)c2)n2ccnc2)cc(OC)c1OC	85	85	62	56	82	65	79	94
O=C(NN1C(=O)CSC1c1ccc(Cl)cc1)c1cccnc1 (stereo not drawn)	94	102	102	·	84	99	113	95
CC(NC=O)C(=O)O (stereo not drawn)	97	111	101	132	107	101	104	·
CC(C)CCc1nc2ccc(NCc3ccc(OCCN4CCOCC4)cc3)cc2[nH]1	91	94	93	59	103	87	100	95
Nc1cc(NN=C(c2ccc(O)cc2)c2ccc(O)cc2)c([N+](=O)[O-])cc1[N+](=O)[O-]	-10*	-33*	-85*	61	-53*	91	-50*	97

Reformatted: entries from further up
smiles | HOP-62 | LOX IMVI | SK-MEL-5 | HOP-92 | M14 | CCRF-CEM | A549/ATCC | EKVX
CNC(=O)Cn1nnc(C(=O)OC)c1CCc1ccccc1 | 97 | 99 | 102 | 92 | · | 102 | 84 | 104
O=C1Nc2ccccc2/C1=N/N1C(=O)CN(C2CCCCC2)C1=O | 108 | 106 | 105 | 114 | 111 | 101 | 100 | 100
CCOc1ccc2cc(-c3nn(CC4CCN(C)CC4)c4ncnc(N)c34)ccc2c1 | 77&84 | 6.2*! | -65*! | 49&69 | -77*! | 3.8*! | 60&78 | 57&101

Next compounds follow.
SMILES	HOP-62	LOX IMVI	SK-MEL-5	HOP-92	M14	CCRF-CEM	A549/ATCC	EKVX
c1cc2c(cc1-c1cnc3nonc3n1)OCO2	83	85	91	·	101	46	97	93
C[C@@H](CO)C[C@@H](C)c1cc2ccccc2o1	92	96	94	102	90	·	83	93
Cc1cc(C(=O)O)c(C)c(S(=O)(=O)O)c1	97	87	93	81	99	93	83	90
COc1ccc(/C=C2\CNCC3=C2Nc2nc(SC)[nH]c(=O)c2C3c2ccc(OC)cc2)cc1 (stereo not drawn)	103	92	92	·	100	97	98	·
COc1ccc(-c2ccc(NC(=O)Nc3cccc(C(F)(F)F)c3)c(C)n2)cc1OC	92	71	58	55	31	51	60	67
O=C1C(Cl)C(c2cccc([N+](=O)[O-])c2)N1n1cnnc1 (stereo not drawn)	71	105	103	95	91	92	98	96
O=C(Nc1nc2ccccc2s1)c1ccc(Br)cc1	101	83	71	100	96	86	85	64
CCN1CCN(C(=O)[C@]2(C)CC[C@]3(C)CC[C@]4(C)C(=CC(=O)[C@@H]5[C@@]6(C)CCC(=O)C(C)(C)[C@@H]6CC[C@]54C)[C@@H]3C2)CC1	89	·	18	53	74	62	57	77
C=C(C)[C@@H]1CC[C@]2(C(=O)n3cnc(C[C@@H](N)C(=O)OC)c3)CC[C@]3(C)[C@H](CC[C@@H]4[C@@]5(C)CCC(=O)C(C)(C)[C@@H]5CC[C@]43C)[C@@H]12	96	95	98	83	100	97	91	91
C#CCN=C(N/N=C/c1ccc(Cl)cc1)NS(=O)(=O)c1c[nH]ccc1=S	·	108	·	75	99	105	99	108
O=C1/C(=C/c2ccc(Cl)cc2)CN(C(=O)CCN2CCC(=NO)CC2)C/C1=C\c1ccc(Cl)cc1	-80*	-93*	-85*	-39*	-45*	-23*	2.3*	-46*
CC(C)N1C(=O)c2c(F)c(F)c(F)c(F)c2C1=O	97	91	93	96	97	88	90	101
C=C1C(=O)O[C@H]2[C@H]1CC/C(COC(=O)/C=C/c1c[nH]c3ccccc13)=C\CC[C@@]1(C)O[C@@H]21	-74*	-97*	-98*	-91*	-77*	2.5*	-79*	-41*
COc1cc(OC)c2c(=O)c(O)c(-c3ccccc3)oc2c1	68	59	72	52	73	48	77	83
COc1cccc(-c2nn(-c3ccccc3)cc2-c2ccnc(NCCNC(=O)c3cccc(C(F)(F)F)c3)c2)c1	80	49	69	58	69	66	50	83
CCOC(=O)/C(C#N)=C/c1cccc([N+](=O)[O-])c1	99	96	102	69	95	89	103	94
O=C(CCn1c[n+](CC(=O)c2ccc([N+](=O)[O-])cc2)c2ccccc21)Nc1cccc2cccnc12	102	96	94	·	93	89	103	88
COc1cccc(/C=C2\Oc3cc(OCCN4CCC(Cc5ccccc5)CC4)ccc3C2=O)c1	90	77	72	51	79	81	93	90
OCCn1ccc2nc(Cl)nc(Cl)c21	107	98	98	98	106	99	102	100
COc1cccc(C(=O)c2ccncc2C(=O)O)c1OC	101	96	103	82	96	105	95	·

Entries of single compounds, quoted from the list. Screens in order: HOP-62 | LOX IMVI | SK-MEL-5 | HOP-92 | M14 | CCRF-CEM | A549/ATCC | EKVX
O=C1C(Cl)C(c2cccc([N+](=O)[O-])c2)N1n1cnnc1 (stereo not drawn) as listed: 71 | 105 | 103 | 95 | 91 | 92 | 98 | 96
O=C(Nc1nc2ccccc2s1)c1ccc(Br)cc1 as listed: 101 | 83 | 71 | 100 | 96 | 86 | 85 | 64
COc1cccc(C(=O)c2ccncc2C(=O)O)c1OC as listed: 101 | 96 | 103 | 82 | 96 | 105 | 95 | ·
O=C1/C(=C/c2ccc(Cl)cc2)CN(C(=O)CCN2CCC(=NO)CC2)C/C1=C\c1ccc(Cl)cc1 as listed: -80* | -93* | -85* | -39* | -45* | -23* | 2.3* | -46*
CCOC(=O)/C(C#N)=C/c1cccc([N+](=O)[O-])c1 as listed: 99 | 96 | 102 | 69 | 95 | 89 | 103 | 94

Later entries
SMILES	HOP-62	LOX IMVI	SK-MEL-5	HOP-92	M14	CCRF-CEM	A549/ATCC	EKVX
CC(C)(O)CC(c1ccccc1)(c1ccccc1)c1ccccc1	103	91	88	51	95	93	81	81
O=C1NC(=O)C2(CCCC2c2ccccc2)N1 (stereo not drawn)	102	·	110	97	106	88	102	131
O=C1c2ccccc2C(=O)c2c1oc1ccc3ccccc3c21	108	42	17	102	57	95	61	73
COc1cc(-c2nc3cc(N)ccc3o2)cc(OC)c1OC	109	105	91	76	99	87	94	95
S=c1[nH]nc(Nc2ccccc2)n1-c1ccccc1	100	96	103	115	99	107	114	105
c1ccc(-c2csc(CN3CCCCC3)n2)cc1	108	96	103	·	95	84	99	119
CCOC(=O)C1=C(c2ccccc2)N=C2SC3C(=NN(c4ccccc4)C3c3ccc(Br)cc3)N2C1c1ccc(OC)cc1 (stereo not drawn)	107	93	97	75	88	94	100	92
COc1ccc(/C=C/C(=O)c2ccc(Oc3ncnc4ccccc34)cc2)cc1	85	87	94	100	87	83	95	93
COc1c2occc2c(OC)c2c(=O)cc(C)oc12	93	101	103	94	114	95	99	93
O=C(Nc1c(Cl)cccc1Cl)OCc1ccco1	104	·	99	121	97	85	100	103
COc1ccc(NC(=O)CSc2nnc(-c3ccc(Cl)cc3)n2-c2ccccc2)cc1	112	102	100	114	·	96	105	89
CN(C)CCCN(c1nc(C(Cl)(Cl)Cl)ns1)c1nc(C(Cl)(Cl)Cl)ns1	48	-31*	·	-0.6*	-19*	30	38	55
O=C(Cn1c(=O)[nH]c2ccccc2c1=O)NCC(=O)N/N=C/c1ccc([N+](=O)[O-])cc1	106	100	92	97	105	91	99	95
CCCN(CCC)CCC(O)c1cc2c(c3ccccc13)CCCC2 (stereo not drawn)	79	89	95	·	92	94	92	88
